# CHRM4 agonist: CHRM4 agonism in calcium assay | activation, % at 3 µM | AID 624127 | CHO-K1 hM4/Gqi5, Fluo-8 calcium fluorescence; vehicle 0%, full acetylcholine response 100% | 360,000 compounds, 0.14% hits | P08173;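 active = activation above the run mean over all test wells plus 3 SD, cut at about 32% in these data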;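 note: peak over basal fluorescence ratio per well then scaled between controls; 0% = DMSO wells and 100% = acetylcholine at EC100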
# CHRM1 agonist: human M1 muscarinic receptor agonism; CHO-K1 hM1, Fluo-8 calcium fluorescence, agonist mode; 0% DMSO, 100% acetylcholine EC100; P11229; 360,000 compounds, 0.33% hits; AID 588814; activation, % at 3 µM;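 active = activation above the run's mean compound activation plus 3 SD, cut at about 16% in these data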;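 note: peak over basal fluorescence ratio within a 140 s kinetic read after compound addition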
# Target sequence (P11229 whole entry, looked up): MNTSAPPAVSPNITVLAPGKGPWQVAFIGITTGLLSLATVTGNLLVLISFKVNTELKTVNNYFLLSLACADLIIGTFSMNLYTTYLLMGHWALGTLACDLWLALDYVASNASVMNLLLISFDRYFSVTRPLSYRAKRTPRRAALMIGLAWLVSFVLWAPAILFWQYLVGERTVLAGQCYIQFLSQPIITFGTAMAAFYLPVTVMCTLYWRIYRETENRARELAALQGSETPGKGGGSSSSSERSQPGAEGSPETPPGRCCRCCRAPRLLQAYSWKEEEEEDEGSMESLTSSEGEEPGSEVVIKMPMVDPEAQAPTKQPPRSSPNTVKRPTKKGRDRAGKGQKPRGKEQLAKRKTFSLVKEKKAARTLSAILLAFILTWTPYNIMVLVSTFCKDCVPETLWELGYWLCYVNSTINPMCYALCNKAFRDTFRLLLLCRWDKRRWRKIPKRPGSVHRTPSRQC
# CHRM1 PAM: positive allosteric modulators of human M1 muscarinic receptor; P11229; activation, % at 3 µM; CHO-K1 hM1, Fluo-8 calcium fluorescence, ACh EC20; 0% = ACh EC20, 100% = maximal ACh; 360,000 compounds, 0.088% hits; in the data active = activation above about 19%, passing the limit was not always enough
# CHRM4 antagonist: CHRM4 antagonism in calcium assay; 360,000 compounds, 0.73% hits; inhibition, % at 3 µM; CHO-hM4 cells, ACh EC80, Fluo-8 calcium fluorescence; AID 624125; P08173;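 active = inhibition above its plate's cutoff, the mean inhibition of sample wells plus 3 SD, cut at about 27% in these data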;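 note: 0% = acetylcholine EC80 with DMSO and 100% = DMSO without agonist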
# CHO-K1 Ca antag: M1 antagonist counterscreen hit in parental CHO-K1 cells. ATP-induced calcium, Fluo-8 fluorescence. inhibition, % at 3 µM. 360,000 compounds, 0.6% hits. AID 602250;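 active = inhibition above a per-plate cutoff, the plate's mean sample inhibition plus 3 SD, cut at about 24% in these data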;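 note: 0% = DMSO plus EC80 ATP and 100% = DMSO alone without ATP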
# OXTR potentiator: potentiators of human oxytocin receptor; P30559; CHO-OTR cells, Fluo-8 calcium fluorescence, potentiator mode; 0% = oxytocin EC15, 100% = EC100; activation, % at 3 µM; 320,000 compounds, 0.061% hits; AID 2445;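 active = activation above that plate's cutoff, the mean activation of tested compounds plus 3 SD, cut at about 6.6% in these data, passing the limit was not always enough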;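 note: 100% uses oxytocin at 75 nM as the full agonist control; some results filed as inactive read as strong as hits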
# Target sequence (P30559 whole entry, looked up): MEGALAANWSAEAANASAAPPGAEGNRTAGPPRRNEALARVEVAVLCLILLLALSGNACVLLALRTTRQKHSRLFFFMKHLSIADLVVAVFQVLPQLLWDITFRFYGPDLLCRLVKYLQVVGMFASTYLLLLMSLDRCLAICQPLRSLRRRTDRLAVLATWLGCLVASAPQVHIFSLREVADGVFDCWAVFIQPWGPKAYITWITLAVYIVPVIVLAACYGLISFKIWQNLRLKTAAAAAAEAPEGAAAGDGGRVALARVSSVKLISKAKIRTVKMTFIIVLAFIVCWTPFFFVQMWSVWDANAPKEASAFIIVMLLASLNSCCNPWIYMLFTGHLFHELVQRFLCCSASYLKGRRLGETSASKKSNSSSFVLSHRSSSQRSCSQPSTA
#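 Assay system: CHO cell line stably expressing human OTR. Reagent: EC15 oxytocin agonist. Dosing: single dose, 3.0 µM nominal final compound concentration. Timing: compound 6 min at room temperature before oxytocin, 100 s read. Signal: kinetic Fluo-8 calcium fluorescence. Controls: oxytocin EC15 low and EC100 high.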
# CHRM1 antagonist: antagonists of human M1 muscarinic receptor; CHO-K1 hM1, Fluo-8 calcium fluorescence, ACh EC80 antagonist; inhibition, % at 3 µM; 360,000 compounds, 1.3% hits;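 active = percent inhibition above its own plate's cutoff, namely the mean of that plate's compound wells plus 3 SD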;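 note: peak over basal fluorescence ratio during 140 s after agonist addition; 0% = ACh EC80 plus DMSO and 100% = DMSO alone without agonist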
# M1 ag parental: counter-screen for M1 agonists: effect in parental CHO-K1 cells; Fluo-8 calcium fluorescence; scaled to maximal ATP response, vehicle zero; activation, % at 3 µM; 360,000 compounds, 0.48% hits; AID 602248; in the data active = activation above about 15%;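 note: untransfected CHO-K1 host cells lacking M1 receptor as counterscreen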
# CHO parental Ca: counter-screen for OX1R antagonists: effect in parental CHO cells; AID 463079; parental CHO-K1, ATP-induced calcium, Fluo-8 fluorescence; 330,000 compounds, 0.63% hits; inhibition, % at 5.6 µM;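 active = inhibition above that plate's mean sample inhibition plus 3 SD, cut at about 26% in these data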;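 note: 0% = ATP-challenged DMSO wells and 100% = DMSO wells without ATP; some compounds past the cut are filed as inactive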
#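 Material – parental CHO cells · Reagent – ATP stimulus · Compound – single nominal dose of 5.6 µM per compound · Detection – Fluo-8 fluorescence · Read-out basis – percent inhibition of calcium signal · Controls – ATP-challenged DMSO wells low, unchallenged DMSO wells high · Repeats – no replicates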
# Active calls of the source: *; . = no result given.
SMILES,CHRM4 agonist,CHRM1 agonist,CHRM1 PAM,CHRM4 antagonist,CHO-K1 Ca antag,OXTR potentiator,CHRM1 antagonist,M1 ag parental,CHO parental Ca
Cc1ccc(N2C(N)=C(C#N)C(c3ccsc3)C3=C2CC(C)(C)CC3=O)cc1 (stereo not given),-2,-4,10,5,-7,-4,-3,0.1,-19
COC(=O)Cc1ccc(NC(=O)c2cccs2)cc1,0,-5,7,2,-8,1,-13,0.6,2
COc1ccccc1C(=O)Nc1ccc(S(=O)(=O)Nc2onc(C)c2C)cc1,1,-2,9,-4,-14,-5,-8,0.3,-12
COCCn1c(COc2cccc(OC)c2)nnc1SCC(=O)NC1CCCCC1,0,-5,5,5,-18,-3,-5,1.0,-18
COC(=O)c1ccc(S(=O)(=O)N2CCN(CCO)CC2)n1C,1,1,15,-3,3,-9,-19,-0.3,-23
COc1ccc(CC(=O)NC(=S)Nc2cccc(CO)c2)cc1,15,29*,5,1,-18,-20,-7,13,-4
Cc1ccc[n+](-c2nc([O-])sc2C=O)c1,2,1,-4,4,8,-4,2,5.8,-3
COc1ccccc1-c1cccc([C@@H]2C[C@H]3[C@H](CON3C)CN2S(=O)(=O)c2ccccc2C)c1,10,-6,-11,-4,-8,.,11,2.7,.
COc1cc(-c2nc3ccc(C)cn3c2Nc2ccc3c(c2)OCCO3)ccc1O,12,-1,-6,-5,4,-2,9,3.3,-17
O=c1[nH]c(CN2CCN(c3ccccc3)CC2)nc2ccccc12,2,-1,2,9,2,-14,10,0.8,-19
OCC1CCCN(Cc2cn(Cc3ccccc3)nc2-c2cc3ccccc3o2)C1 (stereo not given),6,-6,5,2,-17,-10,-4,8.5,-19
Cc1cc(Br)ccc1NC(=O)CNC(=O)CNc1cccc([N+](=O)[O-])c1,6,-2,8,-13,-27,-4,-16,1.8,-20
C/C(CC(=O)Nc1ccccn1)=N\NC(=O)c1cccc(C)c1,1,-7,6,-3,-13,-3,-3,0.2,-5
Cc1ccc(C(=O)c2oc3ccc(Cl)cc3c2NC(=O)CN2CCN(C)CC2)cc1,5,-2,0,0,-7,-4,0,1.7,-10
CCc1ccc(NC(=S)N2CCN(C)CC2)cc1,0,-3,3,2,-4,-1,-8,0.5,2

# Results in CHRM1 antagonist and CHRM4 antagonist, for some of the entries so far:
smiles | CHRM1 antagonist | CHRM4 antagonist
OCC1CCCN(Cc2cn(Cc3ccccc3)nc2-c2cc3ccccc3o2)C1 (stereo not given) | -4 | 2
Cc1cc(Br)ccc1NC(=O)CNC(=O)CNc1cccc([N+](=O)[O-])c1 | -16 | -13
C/C(CC(=O)Nc1ccccn1)=N\NC(=O)c1cccc(C)c1 | -3 | -3

# (list continues)
SMILES,CHRM4 agonist,CHRM1 agonist,CHRM1 PAM,CHRM4 antagonist,CHO-K1 Ca antag,OXTR potentiator,CHRM1 antagonist,M1 ag parental,CHO parental Ca
CCOc1cc(C2C(C(=O)c3ccccc3)=C(C(=O)OC)Nc3nnnn32)ccc1O (stereo not given),2,0,4,8,18,-24,-5,-0.3,-8
NS(=O)(=O)c1ccc(CCNC(=O)COC(=O)CCN2C(=O)C3CC=CCC3C2=O)cc1 (stereo not given),0,-2,1,8,-12,-2,7,-0.1,3
CC(=O)Nc1c2c(nn1-c1ccc(C)cc1)CS(=O)(=O)C2,0,-3,5,3,-9,3,-3,1.8,-6
CC(C)(C)OC(=O)[C@H](Cc1ccccc1)NC(=O)c1ncn2c1c(=O)[nH]c1ccc(Br)cc12,1,-1,6,-4,-6,.,-10,0.1,.
Cc1nc(Nc2ccc3c(c2)OCCO3)c2c(C)c(C)sc2n1,0,-16,6,-7,-14,4,-5,0.0,-22
CCOc1ccc(Br)cc1C1=CC(=O)C[C@H](c2ccc(OC)cc2)C1,-1,-4,4,0,-15,-6,-1,0.1,-15
Cc1cc(C(=O)NC(C)CCC(C)C)c2ccccc2n1 (stereo not given),1,-14,11,1,-9,-11,-16,0.2,4
CN(C)N=Nc1ccc(S(=O)(=O)N2CCSC2C(=O)O)cc1 (stereo not given),0,-3,9,-2,-14,0,-3,2.6,-2
CCOC(=O)C1(Cc2cccc(F)c2)CCN(CC2CC2)CC1,1,-6,6,8,-7,-15,-6,1.8,-13
CCN(C(=O)COC(=O)c1cccs1)c1c(N)n(Cc2ccccc2)c(=O)[nH]c1=O,0,-1,8,1,0,-4,-7,-0.4,-1
CC(O)C1CCC2C3CCC4CC(O)CCC4(C)C3C(=O)CC12C (stereo not given),2,-1,1,-8,-2,.,-11,1.2,.
CSC1=NNC(c2ccc(C(C)(C)C)cc2)=NN1,2,-1,-2,-10,0,-6,-8,1.0,-8
Cn1ccc(NC(=O)Nc2cccc(C(F)(F)F)c2)n1,3,-1,8,0,1,-9,-6,0.0,-13
O=C(Nc1ccc(Cl)c(Cl)c1)Oc1ccc(NC(=O)c2ccco2)cc1,9,3,-13,22,34*,-20,18,3.5,42*
CCOC(=O)c1nc(Nc2ccc(N3CCC(C)CC3)cc2)c2ccccc2n1,9,4,2,6,-6,-4,-4,2.5,-13

# As entered above.
# Value for `NS(=O)(=O)c1ccc(CCNC(=O)COC(=O)CCN2C(=O)C3CC=CCC3C2=O)cc1` (stereo not given) in M1 ag parental: -0.1
# Value for `CCOC(=O)c1nc(Nc2ccc(N3CCC(C)CC3)cc2)c2ccccc2n1` in CHRM1 agonist: 4

# Other structures:
SMILES,CHRM4 agonist,CHRM1 agonist,CHRM1 PAM,CHRM4 antagonist,CHO-K1 Ca antag,OXTR potentiator,CHRM1 antagonist,M1 ag parental,CHO parental Ca
COCCCNC(=O)C1CCC(=O)N(c2ccc3c(c2)OCO3)C1c1ccc(OC)cc1 (stereo not given),1,5,7,-9,1,-5,-9,5.6,-12
O=C(CNC(=O)c1ccccc1Cl)NCCc1cccs1,2,10,15,-19,-9,-5,-2,0.1,-3
COCCn1c(SCc2nc3ccccc3c(=O)[nH]2)nc2ccccc2c1=O,2,-1,3,2,-7,-1,0,-0.1,4
O=C(O)CCCCCn1c(SCC(=O)N2CCCC2)nc2ccsc2c1=O,1,-3,7,0,-14,-1,-12,0.4,-8
CC1=CC(C)(C)Nc2ccc(OS(=O)(=O)c3ccc(C)cc3)cc21,5,1,-8,7,-14,-5,-4,2.9,-15
Cc1ccc(C2Oc3ccccc3C3=C2C(c2cccs2)n2ncnc2N3)cc1 (stereo not given),1,-2,-6,9,-8,-8,12,0.1,-19
COC(=O)c1ccc(C)c(NS(=O)(=O)c2ccc(OC)cc2)c1,3,-5,5,-6,-25,-9,-10,2.8,6
CCCC(c1nnnn1CCC(C)C)N1CCC(C(N)=O)CC1 (stereo not given),1,-2,3,2,-4,-6,-23,0.2,-3
C[C@H](CO)N1C[C@H](C)[C@@H](CN(C)C(=O)NC2CCCCC2)Oc2ccc(NC(=O)Cc3ccccc3)cc2C1=O,0,-4,2,3,-9,-2,-2,0.2,-5
CSc1nc(-c2ccccc2)c(C#N)c(=O)[nH]1,0,-3,4,-5,-3,-3,-4,-0.1,-3
CC1(c2ccc([N+](=O)[O-])cc2)Nc2ccccc2S1 (stereo not given),1,0,4,11,13,-17,-3,15*,-6
Cc1ccc(S(=O)(=O)n2c3ccc(Cl)cc3c3nc(C)sc32)cc1,-1,-9,6,-1,-6,.,-10,0.9,.
CCN(CC)c1ccc(N2C(=O)/C(=C/c3cccnc3)SC2=S)cc1,3,0,0,-4,-17,-15,4,0.5,-5
Cc1nnc(NC(=O)CSc2n[nH]c(-c3ccccc3)n2)s1,2,-2,4,1,-8,-5,4,0.4,10
Cc1[nH]c2c(C(=O)N3CCCC(CCC(=O)NCc4ccccc4F)C3)cccc2c1C (stereo not given),2,-6,-5,4,-16,1,10,0.9,-36

# Two entries from above, bar-delimited.
SMILES | CHRM4 agonist | CHRM1 agonist | CHRM1 PAM | CHRM4 antagonist | CHO-K1 Ca antag | OXTR potentiator | CHRM1 antagonist | M1 ag parental | CHO parental Ca
CSc1nc(-c2ccccc2)c(C#N)c(=O)[nH]1 | 0 | -3 | 4 | -5 | -3 | -3 | -4 | -0.1 | -3
CC1(c2ccc([N+](=O)[O-])cc2)Nc2ccccc2S1 (stereo not given) | 1 | 0 | 4 | 11 | 13 | -17 | -3 | 15* | -6

# Remaining list, next part.
SMILES,CHRM4 agonist,CHRM1 agonist,CHRM1 PAM,CHRM4 antagonist,CHO-K1 Ca antag,OXTR potentiator,CHRM1 antagonist,M1 ag parental,CHO parental Ca
CCOc1cc(C(=O)Nc2ccc(S(=O)(=O)Nc3onc(C)c3C)cc2)cc(OCC)c1OCC,0,-4,5,-1,-18,-1,-14,1.3,-7
O=C(c1cccnc1)N1CCCC(Nc2ccc(F)cc2)C1 (stereo not given),1,0,2,2,-4,-7,0,1.6,-2
COc1ccc(NC(=O)C2CCN(S(=O)(=O)c3ccc4c(c3)CC(C)N4C(C)=O)CC2)cc1OC (stereo not given),1,-2,8,-5,-17,-5,12,0.9,-29
O=C(NCc1cccs1)C1CCCN(S(=O)(=O)c2cccs2)C1 (stereo not given),1,-4,5,6,-10,-8,-17,0.7,-14
O=C(NCCNC(=O)c1cccnc1)c1ccc(Br)cc1,2,0,5,-2,-8,0,-7,0.9,1
Nc1ccn(CC(=O)NCCc2ccccn2)c(=O)n1,0,2,20,1,7,-3,-10,-0.5,5
O=C(NCCCN1CCOCC1)c1ccc(Cl)c(S(=O)(=O)N2CCCCCC2)c1,2,-6,4,-2,3,3,-10,0.4,-19
COc1ccccc1N(CC(O)COc1ccc(C)cc1)S(=O)(=O)c1ccccc1 (stereo not given),2,-7,-1,4,-3,-16,-1,2.0,-15
CCOC(=O)c1sc(NC(=O)c2ccc(Br)o2)cc1C,-1,-3,5,2,-4,1,-12,0.7,-19
O=C1CC(C(=O)Nc2ccccc2)N=C(N2CCCCC2)N1 (stereo not given),2,-2,-4,-5,-12,-5,7,0.6,-5
CC(=O)Nc1ccc(Sc2ccccc2C(=O)N2CCCC2)cn1,4,-11,5,-6,4,-4,3,1.6,-10
S=c1[nH]ncn1/N=C/c1ccco1,1,-3,-5,-7,8,.,10,0.0,.
NC(=O)c1cc(S(=O)(=O)NCc2cccs2)cs1,1,-2,2,-7,-6,-4,-3,0.7,-6

# Single records (already shown). Values in the order: CHRM4 agonist | CHRM1 agonist | CHRM1 PAM | CHRM4 antagonist | CHO-K1 Ca antag | OXTR potentiator | CHRM1 antagonist | M1 ag parental | CHO parental Ca
# Listed for Cc1ccc(N2C(N)=C(C#N)C(c3ccsc3)C3=C2CC(C)(C)CC3=O)cc1 (stereo not given) → -2 | -4 | 10 | 5 | -7 | -4 | -3 | 0.1 | -19
# Listed for CCOC(=O)C1(Cc2cccc(F)c2)CCN(CC2CC2)CC1 → 1 | -6 | 6 | 8 | -7 | -15 | -6 | 1.8 | -13
# Listed for CN(C)N=Nc1ccc(S(=O)(=O)N2CCSC2C(=O)O)cc1 (stereo not given) → 0 | -3 | 9 | -2 | -14 | 0 | -3 | 2.6 | -2
# Listed for COC(=O)c1ccc(S(=O)(=O)N2CCN(CCO)CC2)n1C → 1 | 1 | 15 | -3 | 3 | -9 | -19 | -0.3 | -23

# Compound activity as filed in PubChem BioAssay.
